TrxR1 substrate – substrates of rat thioredoxin reductase 1; purified TrxR1 substrate turnover, NADPH consumption readout; Potency, µM (top dose mostly 114 µM), inactives show top-dose activity change, negative = substrate turnover; hit rate 0.01% among 390,000; O89049; further: potency means the concentration at half of the fitted maximal effect; on the % scale 0 is the no-effect control and ±100 the full control effect; nearly all actives have a fitted effect of over 50% in size
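Rat TrxR1, dispensed at 90 nM, was prereduced with 400 uM NADPH (final) for 5 min at ~22 deg C, then incubated with compound 15 min before 400 uM selenite. A first-read NADPH fluorescence drop versus no-compound background flagged substrates.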
PI4K2A inh – blocks human PI4K2A kinase activity; Q9BTU6; purified PI4K2A, ADP-Glo luminescence, 1 h; stronger effect = lower value; activity change, negative = inhibition, % at 76.9 µM; hit rate 0.13% among 420,000; in the data active means activity change below about -50%; inconclusive means mostly about -30% to -49%;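 further: -100% = wells without enzyme as full effect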
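In this quantitative HTS, ADP production by PI4K2A was quantified luminescently after 1 h at ambient temperature; 100 microM adenosine served as plate-quality control.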
D2 agonist – D2 dopamine receptor (human) agonism | P14416 | AID 485358 | activation, % at 2 µM | hit rate 0.53% among 340,000 | HEK293 T-REx D2 cells, calcium flux agonist mode;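 active means activation over 3 SD above normal in the single-dose calcium agonist read, cut at about 30% in these data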; further: 0% is about no effect
Target sequence (P14416 whole entry, looked up): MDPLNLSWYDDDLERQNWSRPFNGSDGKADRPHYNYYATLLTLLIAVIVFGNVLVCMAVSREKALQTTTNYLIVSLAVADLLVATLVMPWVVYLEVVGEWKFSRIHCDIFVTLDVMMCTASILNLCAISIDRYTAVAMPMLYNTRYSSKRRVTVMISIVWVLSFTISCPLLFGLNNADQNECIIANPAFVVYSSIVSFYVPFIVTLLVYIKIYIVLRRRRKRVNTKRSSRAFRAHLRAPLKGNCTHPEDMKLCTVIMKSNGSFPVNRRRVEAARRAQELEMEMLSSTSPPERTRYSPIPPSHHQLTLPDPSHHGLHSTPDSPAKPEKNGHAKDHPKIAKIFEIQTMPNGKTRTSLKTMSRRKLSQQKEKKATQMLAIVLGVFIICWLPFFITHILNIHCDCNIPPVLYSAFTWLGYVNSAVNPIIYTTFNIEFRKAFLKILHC
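In this primary screen, compounds producing a positive calcium signal within 180 s of addition to tetracycline-induced, force-coupled HEK293 Trex D2 cells are flagged; cells are dye-loaded with a no-wash calcium kit beforehand.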
USP1-UAF1 inh – blocks the human USP1/UAF1 deubiquitinase complex. recombinant USP1/UAF1, Ub-Rhodamine cleavage fluorescence. Potency, µM (highest dose often 57.1 µM), for inactives: top-dose activity change, negative = inhibition, actives largely listed as inhibitors. hit rate 0.23% among 390,000. AID 743255; further: potency means the concentration at half of the fitted maximal effect; on the % scale 0 is the no-effect control and ±100 the full control effect; nearly all actives have a fitted effect of over 60% in size; inactives centre near -12
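USP1/UAF1 complex (1 nM) preincubated 15 min at room temperature with compound, then Ub-Rho substrate (150 nM final) added. Kinetic fluorescence at 480/540 nm over 6 reads at 60 s intervals; 50 mM HEPES pH 7.8, 0.5 mM EDTA, 0.1 mg/ml BSA, 1 mM TCEP, 0.01% Tween-20.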
TrxR1 inh – rat TrxR1 inhibition; recombinant rTrxR1, NADPH fluorescence consumption, selenite substrate; hit rate 1% among 390,000; Potency, µM (highest dose often 114 µM), without a hit: at the top dose activity change, negative = inhibition, most hits filed as inhibitors; AID 588453; further: potency means the concentration at half of the fitted maximal effect; on the % scale 0 is the no-effect control and ±100 the full control effect; nearly all actives have a fitted effect of over 65% in size
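Rat TrxR1 (90 nM in the dispensed reagent) was pre-reduced with 400 uM NADPH for 5 min at room temperature, then incubated with compound for 15 min. After 400 uM selenite was added, NADPH fluorescence (Ex 340/Em 450 nm) was followed for 8 min.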
TRHR ag – agonists of human TRH receptor; hit rate 0.18% among 360,000; activation, % at 2 µM; TRHR cells, calcium flux fluo-8, FDSS agonist mode; AID 493084; P34981; in the data active means activation above about 30%; further: 0% is about no effect
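In this calcium-flux screen, cells bearing human TRHR are dye-loaded with fluo-8, baselined for 10 cycles, then exposed to library compounds; positive kinetic calcium responses during the agonist phase mark hits, with TRH as control.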
TRHR enhancer – TRH receptor (human) allosteric enhancement. P34981. TRHR cells, fluo-8 calcium fluorescence, EC20 TRH enhancement. enhancement, % at 2 µM. hit rate 0.66% among 360,000; in the data active means enhancement above about 30%; further: 0% is about no effect
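TRHR-expressing cells loaded with fluo-8 calcium dye were read kinetically (ex 480/em 530) during compound addition, then stimulated with an EC20 of TRH (10 nM final). Enhancement of the Gq-mediated intracellular calcium response was scored.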
D2 antagonist – D2 dopamine receptor (human) antagonism; hit rate 2% among 340,000; HEK293 TREx D2 cells, calcium flux, dopamine EC80; P14416; inhibition, % at 10 µM; in the data active means inhibition above about 30%; further: 0% is about no effect
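Measurement of antagonist activity uses fluorescent calcium dye in inducible HEK293 T-REx D2 cells: 10 s baseline, compound addition with 180 s read, EC80 dopamine addition with a further 180 s read.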
IDH1 R132H inh – inhibitors of human mutant IDH1 R132H; IDH1-R132H enzyme, NADPH consumption, diaphorase/resazurin fluorescence; Potency, µM (series often up to 76.6 µM), for inactives: top-dose activity change, negative = inhibition, actives largely listed as inhibitors; hit rate 0.093% among 390,000; further: potency means the concentration at half of the fitted maximal effect; on the % scale 0 is the no-effect control and ±100 the full control effect; nearly all actives have a fitted effect of over 65% in size
Target sequence (O75874 whole entry R132H, stated change not applied): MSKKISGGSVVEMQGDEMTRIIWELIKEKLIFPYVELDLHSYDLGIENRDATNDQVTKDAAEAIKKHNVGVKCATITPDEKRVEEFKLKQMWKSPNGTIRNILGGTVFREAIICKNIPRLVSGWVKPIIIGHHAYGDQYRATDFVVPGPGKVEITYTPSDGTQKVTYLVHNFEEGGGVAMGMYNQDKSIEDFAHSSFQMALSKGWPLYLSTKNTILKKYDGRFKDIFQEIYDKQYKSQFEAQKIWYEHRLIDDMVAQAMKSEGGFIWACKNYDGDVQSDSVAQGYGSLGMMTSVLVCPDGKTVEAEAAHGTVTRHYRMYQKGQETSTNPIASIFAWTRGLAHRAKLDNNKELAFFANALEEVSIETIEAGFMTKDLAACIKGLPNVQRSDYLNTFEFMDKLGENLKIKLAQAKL
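IDH1-R132H (0.5 ug/mL) preincubated 30 min with compound, then NADPH (0.016 mM) and alpha-KG (2 mM) added; 80 min at RT, pH 7.5. Remaining NADPH coupled via diaphorase/resazurin to fluorescence (540/590 nm); concentration-response curves normalized to no-enzyme control.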
Numbers without * were called inactive; ? = inconclusive; . = not tested or not shown; & = joins results of further samples; [ ] = another dose, or the depositor's remark. Unless noted, the call rests on the fitted dose curve; in most records, active means well fitted inhibition curve with a large enough effect; inconclusive means small, poorly fitted or top-dose-only effect; inactive means no such curve, though single readings can be large or run the other way.

A first look:
(1) O=C(Cc1ccc2ccccc2c1)NC(Cc1ccccc1)C(=O)O (stereo not given)
(2) COc1ccc(CNC(=O)c2cc3c(s2)CN(Cc2ccccc2)C3)cc1

entry no.	1	2
TrxR1 substrate	1%	5%[57.1 µM]
PI4K2A inh	0	1
D2 agonist	.	-0.3
USP1-UAF1 inh	-6%	-9%
TrxR1 inh	10%	24%[57.1 µM]
TRHR ag	.	0.8
TRHR enhancer	.	6
D2 antagonist	.	21
IDH1 R132H inh	-13%	5%

This part in full, repeating the preview:
(1) O=C(Cc1ccc2ccccc2c1)NC(Cc1ccccc1)C(=O)O (stereo not given)
(2) COc1ccc(CNC(=O)c2cc3c(s2)CN(Cc2ccccc2)C3)cc1
(3) O=C(COC(=O)c1cncc(Br)c1)Nc1ccc2c(c1)OCO2
(4) Cc1c(-c2nc(-c3ccc4c(c3)[nH]c(=O)n4C)no2)cccc1[N+](=O)[O-]
(5) CC1CCCCC1NC(=O)COC(=O)c1c2c(nc3ccccc13)/C(=C/c1ccco1)CC2 (stereo not given)
(6) Cc1cc(-n2cnnn2)ccc1C(C)C
(7) O=C(/C=C/c1ccoc1)c1ccccc1O
(8) CCN(CC)S(=O)(=O)c1ccc(NC2c3ccccc3C(=O)N2Cc2ccco2)cc1 (stereo not given)

entry no.	1	2	3	4	5	6	7	8
TrxR1 substrate	1%	5%[57.1 µM]	8%[57.1 µM]	5%[57.1 µM]	-1%	-4%	4%	1%[57.1 µM]
PI4K2A inh	0	1	14	-6	?	0	3	0
D2 agonist	.	-0.3	0.0	1.3	3.2	0.8	0.5	0.0
USP1-UAF1 inh	-6%	-9%	-14%	-18%	-22%	-14%	-13%	1%
TrxR1 inh	10%	24%[57.1 µM]	12%[57.1 µM]	29%[57.1 µM]	?	3%	7%	?
TRHR ag	.	0.8	0.4	0.5	1.7	-0.6	-0.6	-0.2
TRHR enhancer	.	6	1	1	-2	9	-10	-3
D2 antagonist	.	21	16	.	-4	-9	4	6
IDH1 R132H inh	-13%	5%	6%	-3%	3%	-2%	6%	-10%

(9) COc1ccc(N2C(=O)c3ccccc3NC23C(=O)N(C)c2ccccc23)cc1 (stereo not given)
(10) O=C(CN(C(=O)c1csnn1)c1cccc(Cl)c1)NC1CCCC1
(11) N#C/C(=C/c1cn(CC(=O)O)c2ccccc12)c1ccc(F)cc1
(12) Cc1ccc(SCC(=O)Nc2ncc(C)s2)cc1
(13) COc1ccc(Cl)cc1S(=O)(=O)Nc1ncn[nH]1
(14) COc1cccc(C(=O)NCCNC(=O)c2ccccn2)c1
(15) CC/C(=N\NC(=O)c1cccnc1)c1ccc2c(c1)OCCO2
(16) CCOc1ccc(C(=O)c2cn(Cc3cccc(OC)c3)c3cc4c(cc3c2=O)OCO4)cc1

entry no.	9	10	11	12	13	14	15	16
TrxR1 substrate	-10%	8%[57.1 µM]	-16%	4%	11%	2%	-20%[57.1 µM]	-4%
PI4K2A inh	-4	-9	-5	-2	2	5	5	1
D2 agonist	0.5	0.0	1.4	0.3	0.1	-0.1	0.1	0.6
USP1-UAF1 inh	-1%	-10%	-20%	-3%	-13%	-15%	-7%	-20%
TrxR1 inh	-12%	11%[57.1 µM]	-22%	14%	25%	27%	19%[57.1 µM]	18%
TRHR ag	0.6	0.4	0.3	-0.9	0.8	0.6	1.1	0.3
TRHR enhancer	-3	-4	7	11	1	20	-3	1
D2 antagonist	-14	-1	-3	7	-14	-3	9	.
IDH1 R132H inh	5%	5%	-1%	-1%	9%	0%	7%	-5%

(17) S=C1NC(c2ccccc2)=NCN1c1ccc(Cl)cc1
(18) O=C(/C=C/c1ccccc1)NNC(=O)c1cccnc1
(19) CN1CCN(C(=O)c2ccc(-c3ccc(Br)cc3)o2)CC1
(20) CC(=O)c1ccc(N2CCN(S(=O)(=O)c3ccc(-c4cnc(C5CC5)o4)cc3)CC2)cc1
(21) CCOC(=O)c1ccc(Nc2ccc(-c3ccc(OC)c(OC)c3)nn2)cc1
(22) CN(C)CCCNc1cc(-c2ccccc2)nc2cc(-c3cccc(F)c3)nn12
(23) CC(C)Cn1c(SCC(=O)N2CCc3ccccc3C2)nc(O)cc1=O
(24) Cc1c(C(=O)N2CCC(C)CC2)c(S(=O)(=O)N2CCN(c3cccc(Cl)c3)CC2)c(C)n1C

entry no.	17	18	19	20	21	22	23	24
TrxR1 substrate	-6%	-8%	-8%	-9%	-15%	43%[activator]	9%	-5%[57.1 µM]
PI4K2A inh	5	-1	3	3&-2	-9	-5	-6	1
D2 agonist	0.5	-0.2	.	0.1&0.0	-0.3	3.4	.	.
USP1-UAF1 inh	-12%	4%	-6%	-29%&-10%	5%	3%	-21%	2%
TrxR1 inh	-8%	-1%	-13%	-11%	-1%	30%	25%	-9%[57.1 µM]
TRHR ag	1.7	0.0	.	0.2&0.9	-0.5	1.3	.	-0.2
TRHR enhancer	5	4	.	6&0	-5	9	.	-6
D2 antagonist	-7	5	.	-1	-1	-12	.	.
IDH1 R132H inh	-3%	-3%	-5%	-8%&-3%	7%	8%	-1%	-4%

(25) COc1cc(/C=C2\SC(N)=NC2=O)cc(Br)c1O
(26) CC(=O)Nc1ccccc1/C=C/c1ccc2c(C)ccc(O)c2n1
(27) COc1ccccc1C(=O)C1Nc2ccccc2-c2nnc(SC)nc2O1 (stereo not given)
(28) Cc1ccc(NC2=C/C(=N\S(=O)(=O)c3cccs3)c3ccccc3C2=O)c(C)c1
(29) Cc1ccc(C(=O)NC(=S)Nc2c(C)ccc3nsnc23)cc1
(30) N/C(=N\OC(=O)c1ccco1)c1cccc([N+](=O)[O-])c1
(31) O=C(C(c1ccccc1)c1ccccc1)N1CCN(Cc2ccncc2)CC1
(32) CS(=O)(=O)Nc1ccc(C2=NN(C(=O)c3ccco3)C(c3ccccc3F)C2)cc1 (stereo not given)

entry no.	25	26	27	28	29	30	31	32
TrxR1 substrate	-12%	-7%	-4%	-9%	-4%	0%[57.1 µM]	-7%	-12%
PI4K2A inh	3	-1	-2	?	-2	-1	12	-2
D2 agonist	8.3	1.8	0.4	0.8	-1.2	1.2	1.5	-1.9
USP1-UAF1 inh	-25%	-10%	-17%	2µM*	-20%	-11%	-20%	-6%
TrxR1 inh	-12%	-11%	-12%	-17%	?	24%[57.1 µM]	-17%	-22%
TRHR ag	17	0.2	-0.7	-0.7	0.6	-0.8	0.2	-0.4
TRHR enhancer	2	6	2	-5	-12	-2	1	4
D2 antagonist	-11	33*	16	-2	-15	-5	-13	10
IDH1 R132H inh	6%	1%	8%	10%	5%	3%	3%	4%

(33) Cc1cccc(-c2nsc(SCC(=O)c3ccc(Cl)cc3)n2)c1
(34) CCN1CCN(CC(O)COc2ccc(C)c(C)c2)CC1 (stereo not given)
(35) COc1cccc(NC(=O)c2cc(-c3ccccn3)nc3ccccc23)c1
(36) Cc1cc(NC(=O)c2ccccc2)ncc1NC(=O)c1cccs1
(37) Cc1ccc(CC(SCc2ccccc2)C(=O)O)cc1C (stereo not given)
(38) C/C(=N\NC(=S)Nc1ccccc1C)c1ccc(O)cc1
(39) Cc1nn(C(C)(C)C)c(OC(=O)C(C)(C)C)c1Sc1ccccc1
(40) Fc1ccc(Nc2nc3nonc3nc2Nc2cccc(C(F)(F)F)c2)cc1

entry no.	33	34	35	36	37	38	39	40
TrxR1 substrate	-11%	-6%[57.1 µM]	1%	0%	-6%	12%[57.1 µM]	-5%	-6%
PI4K2A inh	-1	2&9	-2	-9	5	1	-2	0
D2 agonist	.	0.9	0.2	-0.9	0.3	-0.4	-0.6	.
USP1-UAF1 inh	-2%	?	-17%	-13%	-2%	-18%	-20%	5%
TrxR1 inh	-26%	10%[57.1 µM]	-1%	7%	25%[57.1 µM]	29%[57.1 µM]	21%	25%
TRHR ag	3.2	0.1	3.5	-0.3	0.0	0.3	0.3	7.3
TRHR enhancer	13	16	-1	2	1	1	19	-10
D2 antagonist	.	-1	-11	36*	-6	-5	.	.
IDH1 R132H inh	2%	4%&1%	2%	4%	1%	0%	6%	3%

Single records, as listed above. Order of screens: TrxR1 substrate, PI4K2A inh, D2 agonist, USP1-UAF1 inh, TrxR1 inh, TRHR ag, TRHR enhancer, D2 antagonist, IDH1 R132H inh
CS(=O)(=O)Nc1ccc(C2=NN(C(=O)c3ccco3)C(c3ccccc3F)C2)cc1 (stereo not given) is entered as -12%, -2, -1.9, -6%, -22%, -0.4, 4, 10, 4%
Cc1c(C(=O)N2CCC(C)CC2)c(S(=O)(=O)N2CCN(c3cccc(Cl)c3)CC2)c(C)n1C is entered as -5%[57.1 µM], 1, ., 2%, -9%[57.1 µM], -0.2, -6, ., -4%

Look-ups from the list.
entry 38 in PI4K2A inh = 1
entry 37 in D2 agonist = 0.3

Carrying on:
(41) Cc1cc(OCC(=O)O/N=C(\N)c2ccccc2)cc(C)c1Cl
(42) COc1ccc(CCNC(=O)CCc2nc3ccccc3[nH]2)cc1OC
(43) O=C(/C=C/c1ccc[nH]1)c1ccc(F)cc1
(44) Cc1cccc(C(=O)N2CCN(CCNC(=O)C(=O)Nc3ccc(F)cc3)CC2)c1
(45) O=C(CN(Cc1ccccc1)S(=O)(=O)c1ccc(S(=O)(=O)N2CCOCC2)cc1)Nc1ccccc1

entry no.	41	42	43	44	45
TrxR1 substrate	1%	14%	-11%	2%	-9%
PI4K2A inh	1	-1	-4	0	2
D2 agonist	-0.8	-0.2	0.7	3.0	2.7
USP1-UAF1 inh	-6%	-12%	-13%	-9%	6%
TrxR1 inh	22%	21%	-11%	-7%	4%
TRHR ag	0.9	0.3	0.1	-0.2	-0.1
TRHR enhancer	-1	5	1	-2	4
D2 antagonist	-7	4	5	5	-5
IDH1 R132H inh	-1%	1%	-13%	0%	15%

Screening data (PubChem BioAssay)

Compounds were not picked by outcome; overall some 3.9% were active at least once.
